Bioassay records as filed in PubChem.
AddAB inh: growth inhibition of E. coli expressing H. pylori AddAB, primary screen, AddAB inhibitor project, absorbance. AID 435030, 2010. inhibition, % at 11.9 µM. hit rate 0.29% among 330,000; in the data active = inhibition above about 12%;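 note: 0% = vehicle wells of infected cells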
Ecoli viability: E. coli V3065 growth inhibition, primary screen, counter-screen for AddAB inhibitor project, absorbance, OD600 | hit rate 0.27% among 330,000 | inhibition, % at 11.9 µM | AID 449728, 2010 | 18 h;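 active = inhibition above the campaign's mean inhibition across all tested compounds plus 3 SD, cut at about 9.9% in these data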;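 note: uninfected addAB+ strain grown without phage in ampicillin broth; 0% = DMSO wells and 100% = ciprofloxacin 0.95 µg/ml wells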
Wnt act: Wnt/beta-catenin pathway activators, primary screen, cell-based, plate reader, single point | Wnt/beta-catenin reporter cell assay, activator | activation, % at 9.35 µM | hit rate 1.2% among 300,000 | AID 743398, 2014; in the data active = activation above about 30%, passing the limit was not always enough;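 note: 0% = neutral control wells and 100% = positive control wells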
phage Ecoli inh: growth loss of phage-infected E. coli, primary screen, RecBCD inhibitor project, absorbance, with phage, HTS. inhibition, % at 11.9 µM. hit rate 0.26% among 360,000; in the data active = inhibition above about 11%
Starred values were filed as active, the others as inactive; · = not tested or not shown.

SMILES | AddAB inh | Ecoli viability | Wnt act | phage Ecoli inh
COc1ccc(S(=O)(=O)N2CCC(C(=O)NCCC(=O)NCCc3cccc(F)c3)CC2)cc1 | · | · | -2 | 1.4
c1ccc(COCc2ccccc2)cc1 | · | · | -2 | 5.8
COC(=O)C1=C(C)N(C)C(=NCc2ccc3c(c2)OCO3)NC1c1ccc(C(F)(F)F)cc1 (stereo not drawn) | · | · | -1 | 1.9
NC(=O)/C(=C\c1ccco1)NC(=O)c1ccco1 | · | · | -2 | 4.0
COc1ccc(CNS(=O)(=O)c2ccccc2Br)c(OC)c1 | · | · | 0 | -0.2
O=C(C1CC2CCC1C2)N1CCN(Cc2ccc3c(c2)OCO3)CC1 (stereo not drawn) | 3.5 | 0.0 | · | 2.0
COc1c(Br)cc2c(C)c(C(=O)N3CCOCC3)oc2c1Br | 2.4 | 1.6 | · | 1.2
CCOC(=O)C1=C(C)NC(C)=C(C(=O)OCC)C1c1nc2ccccc2[nH]1 | 3.0 | -2.0 | · | 1.6
O=C(c1cccs1)n1nc(-c2ccco2)nc1SCc1ccccc1 | 0.4 | -0.4 | · | 1.4
CCOC(=O)C1=C(C)Nc2nnnn2C1c1c[nH]c2ccccc12 (stereo not drawn) | 2.3 | 0.2 | · | -0.2
Clc1ccc(Cn2ncc3c(NCc4ccco4)ncnc32)c(Cl)c1 | 4.5 | 0.6 | · | 2.4
CCOc1ccc(C(=O)N(CN2CCCC2=O)c2ccc(C)cc2)cc1 | 1.2 | 0.4 | · | -0.7
COC(=O)c1[nH]c2ccc(Cl)cc2c1NC(=O)CN1CCC(C(N)=O)CC1 | 0.2 | 0.9 | · | 0.9
CCOc1ccc(C2C(C(=O)C3CC3)N3C=C(C#N)C=CC3C2(C#N)C#N)cc1 (stereo not drawn) | 4.6 | 1.1 | · | 2.9
O=C(NCCC1=CCCCC1)C1CCN(S(=O)(=O)c2cccc3nonc23)CC1 | 0.9 | 2.7 | · | 2.5
CC(=O)Nc1ccc(NC(=O)Cn2cnc3c(cnn3C(C)(C)C)c2=O)cc1 | -0.5 | 0.2 | · | -1.0
COC(=O)c1ccc(OC(=O)c2ccccc2F)cc1 | 6.4 | -0.2 | · | 3.0
COc1ccccc1Oc1c(C)oc2c(CN3CCN(C)CC3)c(O)ccc2c1=O | -0.6 | 0.5 | · | -0.9
COc1cc(/C=C/C(=O)Nc2ccccc2C(F)(F)F)cc(OC)c1OC | 0.7 | -3.1 | · | -0.2
CCn1ccc(C(=O)Nc2ccc(S(=O)(=O)Nc3ccccc3OC)cc2)n1 | 1.9 | 0.8 | · | 4.0
C=CCOc1ccccc1/C=c1\sc2nc(-c3oc4ccccc4c3C)nn2c1=O | 0.4 | -0.6 | · | 0.2
NC(=O)C1(N2CCCCC2)CCN(C(=O)Nc2ccccc2C(F)(F)F)CC1 | -2.9 | 1.5 | · | 0.9
O=[N+]([O-])c1ccc(S(=O)(=O)Nc2ccc(-c3csc(-c4ccccc4)n3)cc2)cc1 | 0.3 | 3.1 | · | 2.7
COc1ccc(C2c3c(oc4ccccc4c3=O)C(=O)N2Cc2ccncc2)cc1OC (stereo not drawn) | 2.1 | -1.8 | · | 2.3
c1ccc(-c2ccc(-c3ccccn3)nn2)nc1 | 8.4 | 5.9 | · | 9.4
O=C(CN1C2=NCCN2c2ccccc21)N1CCOCC1 | 2.2 | -1.0 | · | 3.1
Cc1cc(-c2n[nH]c(=S)o2)c(C)n1-c1ccccc1 | 0.4 | -1.7 | · | 3.8
CCOC(=O)CC(N)c1ccc2c(c1)OCO2 (stereo not drawn) | -0.4 | -2.0 | · | 0.0
CN=C1S/C(=C\c2cccn2-c2cccc(Br)c2)C(=O)N1C | 4.6 | 1.2 | · | 1.9
CCCc1cc(SCC(=O)Nc2c(C)n(C)n(-c3ccccc3)c2=O)n2c(nc3ccccc32)c1C#N | 1.6 | -0.1 | · | 2.0
CCOc1cc(CO)c(Br)cc1OCC(=O)O | 1.5 | -0.5 | · | 2.4
Cc1cc(C)c(-n2c(C)cc(/C=C3/NC(=O)NC3=O)c2C)c(C)c1 | 0.0 | 0.1 | · | 4.0
O=C(c1ccco1)[C@@H]1[C@@H]2C(=O)N(c3ccc(F)cc3)C(=O)[C@@H]2C2c3ccccc3C=CN21 (stereo partly drawn) | 0.1 | -0.9 | · | 1.9
O=C1CC(c2ccc(Cl)cc2)CC(O)=C1C=NCCN1CCNCC1 (stereo not drawn) | 3.2 | -0.2 | · | 1.4
NC(=O)CCC(NS(=O)(=O)c1ccc(Cl)cc1)C(=O)NCc1ccccc1 (stereo not drawn) | 2.1 | 0.9 | · | 3.3
O=C(O)c1cc(S(=O)(=O)Nc2ccc3oc(=O)sc3c2)ccc1O | 3.4 | -1.4 | · | 2.2
CCn1c2ccc(OC)cc2c2nc3ccccc3nc21 | -0.2 | 1.9 | · | 3.0
CNC(=S)NNC(=O)c1cccn(Cc2ccc(Cl)cc2Cl)c1=O | 1.7 | -4.5 | · | 3.4
Cc1cc(OCCN2CCCCC2)nc2ccccc12 | 4.7 | 1.1 | · | 3.2
CC1Oc2ccccc2N(Cc2ccccc2F)C1=O (stereo not drawn) | 0.9 | -1.7 | · | 3.3
CCOC(=O)c1c(C)oc2c1c(C(c1ccncc1)N1CCOCC1)c(O)c1ccccc12 (stereo not drawn) | 1.6 | 0.8 | · | 3.5
Cc1ccc(/C=C2\SC(=S)N(CC(=O)Nc3ncc(Cc4ccccc4Cl)s3)C2=O)cc1 | -1.4 | 1.7 | · | 0.3
Nc1sccc1C(=O)c1ccccc1 | 1.9 | 1.2 | · | 1.0
Cc1cc(NC(=O)CCC(=O)N(c2cccnc2)C(C(=O)NC2CCCC2)c2ccccc2F)no1 (stereo not drawn) | 1.2 | -0.5 | · | 0.3
CCOC(=O)c1cnc(SCc2nc(N)nc(Nc3ccccc3OC)n2)nc1N | 0.9 | 2.0 | · | -1.6
Cc1ccc(C)c(N2CCN(C(=O)CC3Sc4ccccc4NC3=O)CC2)c1 (stereo not drawn) | 0.8 | 0.0 | · | 2.4
Cc1c(C(=O)N2CC(C)OC(C)C2)sc2nc(-c3ccccc3)cn12 (stereo not drawn) | -0.5 | 2.8 | · | 0.9
Cc1occc1-c1nnc(SCC(=O)Nc2nccs2)n1CCc1ccccc1 | 2.9 | 2.7 | · | 3.2
O=C1CC(Cc2ccccc2)C(=O)N1CCCn1ccnc1 (stereo not drawn) | 4.5 | 0.2 | · | 1.7
O=C(CCn1c(=S)[nH]c2cc3c(cc2c1=O)OCO3)N1CCc2ccccc2C1 | -2.5 | -2.4 | · | 0.5
Cc1ccc2nc(NC(=O)c3cccc(-c4cc5ccccc5oc4=O)c3)sc2c1 | 3.2 | -1.8 | · | 0.8
CCN(CC)CCCNC(=S)N(Cc1ccco1)Cc1cc2cc3c(cc2[nH]c1=O)OCCO3 | 2.4 | 2.2 | · | 3.3

Part of the list above in order of length of the SMILES, falling.
SMILES | AddAB inh | Ecoli viability | Wnt act | phage Ecoli inh
O=C(c1ccco1)[C@@H]1[C@@H]2C(=O)N(c3ccc(F)cc3)C(=O)[C@@H]2C2c3ccccc3C=CN21 (stereo partly drawn) | 0.1 | -0.9 | · | 1.9
CCCc1cc(SCC(=O)Nc2c(C)n(C)n(-c3ccccc3)c2=O)n2c(nc3ccccc32)c1C#N | 1.6 | -0.1 | · | 2.0
O=C(CCn1c(=S)[nH]c2cc3c(cc2c1=O)OCO3)N1CCc2ccccc2C1 | -2.5 | -2.4 | · | 0.5
Cc1ccc2nc(NC(=O)c3cccc(-c4cc5ccccc5oc4=O)c3)sc2c1 | 3.2 | -1.8 | · | 0.8
Cc1cc(C)c(-n2c(C)cc(/C=C3/NC(=O)NC3=O)c2C)c(C)c1 | 0.0 | 0.1 | · | 4.0
Cc1ccc(C)c(N2CCN(C(=O)CC3Sc4ccccc4NC3=O)CC2)c1 (stereo not drawn) | 0.8 | 0.0 | · | 2.4
Cc1c(C(=O)N2CC(C)OC(C)C2)sc2nc(-c3ccccc3)cn12 (stereo not drawn) | -0.5 | 2.8 | · | 0.9
O=C(O)c1cc(S(=O)(=O)Nc2ccc3oc(=O)sc3c2)ccc1O | 3.4 | -1.4 | · | 2.2
Cc1occc1-c1nnc(SCC(=O)Nc2nccs2)n1CCc1ccccc1 | 2.9 | 2.7 | · | 3.2
CN=C1S/C(=C\c2cccn2-c2cccc(Br)c2)C(=O)N1C | 4.6 | 1.2 | · | 1.9
Cc1cc(-c2n[nH]c(=S)o2)c(C)n1-c1ccccc1 | 0.4 | -1.7 | · | 3.8
O=C1CC(Cc2ccccc2)C(=O)N1CCCn1ccnc1 (stereo not drawn) | 4.5 | 0.2 | · | 1.7
O=C(CN1C2=NCCN2c2ccccc21)N1CCOCC1 | 2.2 | -1.0 | · | 3.1
CCn1c2ccc(OC)cc2c2nc3ccccc3nc21 | -0.2 | 1.9 | · | 3.0
CC1Oc2ccccc2N(Cc2ccccc2F)C1=O (stereo not drawn) | 0.9 | -1.7 | · | 3.3
CCOC(=O)CC(N)c1ccc2c(c1)OCO2 (stereo not drawn) | -0.4 | -2.0 | · | 0.0
CCOc1cc(CO)c(Br)cc1OCC(=O)O | 1.5 | -0.5 | · | 2.4
Nc1sccc1C(=O)c1ccccc1 | 1.9 | 1.2 | · | 1.0

3 compounds out of the list above, ordered by the number in Wnt act, falling:
molecule	Wnt act
COc1ccc(CNS(=O)(=O)c2ccccc2Br)c(OC)c1	0
COC(=O)C1=C(C)N(C)C(=NCc2ccc3c(c2)OCO3)NC1c1ccc(C(F)(F)F)cc1 (stereo not drawn)	-1
c1ccc(COCc2ccccc2)cc1	-2

Only part of the results is shown; the hit share may differ from the screen's.
